TDP-43 yeast inh – qHTS of TDP-43 Inhibitors | 410,000 compounds, 1.8% hits | TDP-43 expressing yeast growth rescue, BacTiter-Glo, 24 h | Potency, µM (doses to about 46.1 µM), inactives show at the highest dose growth rescue (activation), usual class: activators; also: potency is read from the fitted curve at half-maximal effect; % of control where 0% means no effect; nearly all actives have a fitted effect of over 50% in size
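Galactose-induced TDP-43 yeast, OD600=0.02, compound pinned; 24 hr, 30 deg C; BacTiter-Glo luminescence for growth. Inhibitors of TDP-43 toxicity read as activators.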
pAkt inh – HTS Assay for Inhibitors of Akt Phophorylation: Primary Screen; 360,000 compounds, 0.32% hits; AID 651550, 2012; activity change, % for hits at 50 µM; Neuro2A IGF-stimulated pAkt S473 HTRF, 20 min; stronger effect = lower value; in the data active = activity change below about -80%; inconclusive = mostly about -51% to -80%; also: % is scaled to controls: 0 for no effect and ±100 for the full control effect
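Neuro2A cells (4,500/well, DMEM with 0.5% FBS) were treated with compound at a single 50 µM final concentration, stimulated with 6 nM IGF for 20 min at 37 °C, and lysed. Phospho-Akt Ser473 was read by HTRF as 665/615 ratio ×10^4.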
Abeta yeast res – qHTS for compounds that reverse cellular toxicity of Amyloid beta (A-beta) peptide in yeast: Primary Screen | Potency, µM (highest dose often 46.1 µM), for inactives: at the top dose growth rescue, usual class: activators | yeast expressing A-beta42, growth rescue, OD600, 48 h; response scale: 0% DMSO, 100% iron-clioquinol control | 410,000 compounds, 0.063% hits | AID 1347071, 2019; also: potency is read from the fitted curve at half-maximal effect; nearly all actives have a fitted effect of over 55% in size
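Growth rescue measured by 600 nm absorbance after 48 h yeast culture at 30 C with compound. Values normalized between DMSO and an equimolar ferric chloride plus clioquinol control.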
FUS yeast rescue – qHTS for Suppressors of FUS Proteinopathy: Primary screen using FUS-linked yeast assay; Potency, µM (titrated, usually from 76.6 µM), inactives show at the top dose growth rescue (activation), actives largely listed as activators; 390,000 compounds, 0.24% hits; AID 1347120, 2019; S. cerevisiae FUS-expressing, growth rescue, OD600, 24 h;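 also: potency is read from the fitted curve at half-maximal effect; plate controls were DMSO vehicle for no effect and reference control for full effect; nearly all actives have a fitted effect of over 55% in size; some results filed as inactive show a strong effect at the top dose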
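Quantitative HTS measuring growth restoration of FUS-toxic yeast. Galactose-induced cells (OD 0.005) were exposed 24hr at 30C to compounds at several concentrations, then absorbance at 600 nm was recorded.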
GLP1R ag – qHTS of GLP-1 Receptor Agonists; HEK293 GLP-1R CRE-luciferase, luminescence, 4-6 h; cells express a hypersensitive GLP-1R form; Potency, µM (highest dose often 45.6 µM), for the others: top-dose activation, usual class: activators; 380,000 compounds, 0.007% hits; AID 624172, 2012; also: potency is read from the fitted curve at half-maximal effect; % of control where 0% means no effect
Target sequence (P43220 whole entry, looked up): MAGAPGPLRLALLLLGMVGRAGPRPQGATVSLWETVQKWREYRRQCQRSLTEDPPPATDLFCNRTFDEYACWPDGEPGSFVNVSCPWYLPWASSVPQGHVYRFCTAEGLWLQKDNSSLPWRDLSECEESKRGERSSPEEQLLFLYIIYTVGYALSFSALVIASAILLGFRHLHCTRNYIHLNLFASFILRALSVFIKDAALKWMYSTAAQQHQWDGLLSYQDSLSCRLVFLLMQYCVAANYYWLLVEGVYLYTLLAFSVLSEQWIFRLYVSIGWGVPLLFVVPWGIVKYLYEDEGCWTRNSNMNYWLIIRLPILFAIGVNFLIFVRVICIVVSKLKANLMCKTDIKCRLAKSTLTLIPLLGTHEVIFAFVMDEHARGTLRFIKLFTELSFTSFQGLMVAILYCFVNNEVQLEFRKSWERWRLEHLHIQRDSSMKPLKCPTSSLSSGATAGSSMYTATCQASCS
GLP1R inv ag – qHTS of GLP-1 Receptor Inverse Agonists (Inhibition Mode); Glucagon-like peptide 1 receptor (Homo sapiens), P43220; HEK293 GLP-1R CRE-luciferase, luminescence, 24 h; GLP-1R form is constitutively active; Potency, µM (doses to about 38.3 µM), inactives show at the highest dose activity change, negative = inhibition, most hits filed as inhibitors; 410,000 compounds, 1.6% hits; AID 624417, 2012; also: potency is read from the fitted curve at half-maximal effect; % is scaled to controls: 0 for no effect and ±100 for the full control effect; nearly all actives have a fitted effect of over 55% in size
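Readout was luciferase luminescence, measured 12 min after detection reagent at room temperature. Beforehand, GLP-1R reporter HEK293 cells had sat 12 h, then received compounds for 24 hr at 37 deg C.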
PTHR1 ag – qHTS for PTHR1 Agonists: Primary Screen; HEK293 GP2 PTHR1 cells, GloSensor cAMP luminescence, 1 h; 410,000 compounds, 0.075% hits; AID 743266, 2014; Parathyroid hormone/parathyroid hormone-related peptide receptor (Homo sapiens), Q03431; Potency, µM (top dose mostly 115 µM), for the others: at the top dose activation, most hits filed as activators; also: potency is read from the fitted curve at half-maximal effect; nearly all actives have a fitted effect of over 55% in size; some results filed as inactive show a strong effect at the top dose; inactives centre near -15; many of its hits are not listed in these tables
Target sequence (Q03431 whole entry, looked up): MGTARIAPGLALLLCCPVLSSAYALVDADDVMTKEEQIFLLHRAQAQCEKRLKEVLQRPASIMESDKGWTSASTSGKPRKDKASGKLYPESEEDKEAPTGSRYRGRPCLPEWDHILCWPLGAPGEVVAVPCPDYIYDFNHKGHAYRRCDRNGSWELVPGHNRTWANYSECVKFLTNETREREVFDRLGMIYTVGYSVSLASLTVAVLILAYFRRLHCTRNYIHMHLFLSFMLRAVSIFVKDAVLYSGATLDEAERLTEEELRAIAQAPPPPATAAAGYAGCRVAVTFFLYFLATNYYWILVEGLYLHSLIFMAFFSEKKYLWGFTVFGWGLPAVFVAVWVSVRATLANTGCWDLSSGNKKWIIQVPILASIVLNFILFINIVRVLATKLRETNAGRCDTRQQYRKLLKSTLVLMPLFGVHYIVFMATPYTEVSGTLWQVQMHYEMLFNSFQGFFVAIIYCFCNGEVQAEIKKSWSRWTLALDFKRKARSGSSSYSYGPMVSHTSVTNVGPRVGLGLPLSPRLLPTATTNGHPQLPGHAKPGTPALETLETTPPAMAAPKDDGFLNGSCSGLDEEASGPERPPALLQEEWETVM
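HEK-293-derived GP2 cells expressing PTHR1 and a GloSensor cAMP reporter, 3,000/well, plated overnight, given luciferin plus IBMX (each 0.5 mM as added) for 1 h at 37 °C, then compound for 1 h at 37 °C. Luminescence was read after 15 min at room temperature.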
D3 antag – qHTS of D3 Dopamine Receptor Antagonist: qHTS; D(3) dopamine receptor (Homo sapiens), P35462; D3R cells, DiscoveRx beta-arrestin luminescence, antagonist mode; stronger effect = lower value; max response, negative = inhibition, %; 360,000 compounds, 2.5% hits; AID 652054, 2013; in the data active = max response below about -50%; inconclusive = no clear call, values can overlap the other calls; also: % is scaled to controls: 0 for no effect and ±100 for the full control effect; mostly tested at two doses, the higher about 12 µM
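Cells plated overnight at 1500 cells/well, then exposed to library compounds with dopamine controls for 90 minutes at 37 degrees C. DiscoveRx reagent added for 30–60 minutes at room temperature; luminescence read, quantitative HTS format.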
aSyn yeast inh – qHTS of alpha-syn Inhibitors. Yeast expressing alpha-synuclein, growth rescue, BacTiter-Glo, 24 h. AID 652106, 2013. 370,000 compounds, 0.14% hits. Potency, µM (top dose mostly 46.1 µM), for the others: at the top dose growth rescue (activation), actives largely listed as activators; also: potency is read from the fitted curve at half-maximal effect; % of control where 0% means no effect; nearly all actives have a fitted effect of over 65% in size
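Rescue of yeast growth: cells expressing toxic alpha-synuclein, induced in galactose at OD600 0.02, incubated with compound 24 h at 30 C. ATP luminescence quantified growth; inhibitors of toxicity appear as activators.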
Numbers without * were called inactive; i = inactive; ? = inconclusive; . = not tested or not shown; [ ] = another dose, or the depositor's remark. Unless noted, calls follow the shape of the dose curve; as a rule, active = well fitted curve in the direction sought with a large enough effect; inconclusive = small, poorly fitted or top-dose-only effect, or another doubt; inactive = no such curve, though single readings can be large; an effect the other way counts as inactive or inconclusive.

SMILES	TDP-43 yeast inh	pAkt inh	Abeta yeast res	FUS yeast rescue	GLP1R ag	GLP1R inv ag	PTHR1 ag	D3 antag	aSyn yeast inh
CCOc1ccc(CNC(=O)C2Cc3cc(S(=O)(=O)N4CCCCC4)ccc3N2C(C)=O)cc1 (configuration not stated)	-3%	i	0%	10%	4%	-27%	-16%	-3	14%
Cc1cc(Cl)c(S(=O)(=O)Nc2ccc3c(c2)OCO3)cc1OCC(=O)NC1CCCCC1	-2%	.	-2%	-15%	-7%	15%	i	-10	.
O=C(Nc1ccc(F)c([N+](=O)[O-])c1)C(=O)c1c(O)[nH]c2ccccc12	-10%[0.397 µM]	i	15%	32%	4%	-5%	-13%	?	1%
COc1ccc(NC(=O)CN(C)C2CCCCC2)cc1Cl	9%	i	8%	-5%	0%	?	16%	-13	0%
OCCC1CN(Cc2cccc3c2OCO3)CCN1C1CCCCC1 (configuration not stated)	-11%	i	-17%	-17%	6%	-23%	28%	-16	-3%
CC(=O)C1=C(O)C(=O)N(c2ccc(S(=O)(=O)Nc3nccs3)cc2)C1c1ccc(F)cc1 (configuration not stated)	-5%	i	8%	22%	-2%	28%	-5%	11	0%
Cc1nn(-c2ccccc2)c(C)c1NC(=O)c1cccs1	12%	i	9%	-7%	-6%	0%	-5%	22	-12%
O=C1NC(=NCc2ccccc2)S/C1=C/c1ccc(O)cc1	11%	i	-1%	15%	20%	-17%	-36%[inhibitor]	-5	2%
NC(=O)CCN1CCN(Cc2nc(C(c3ccccc3)c3ccccc3)no2)CC1	-15%	i	-9%	14%	6%	15%	-2%	-12	-7%
COc1ccc(NC(=O)CCNS(=O)(=O)c2cccc(C(C)=O)c2)cc1S(N)(=O)=O	4%	i	6%	11%	2%	18%	i	6	5%
COC(=O)[C@@H]1C[C@@]2(O)[C@H](O)[C@H](O)[C@H](O)C[C@H]2N1Cc1cc(OC)cc(OC)c1	8%	i	-1%	-29%	0%	-10%	i	15	0%
O=C(c1ccccc1)c1ccc2cc(O)ccc2c1	11µM*	i	-16%	16%	28%	?	-13%	0	-31%[inhibitor]
CCn1c(-c2ccc(-c3ccccc3)cc2)c[nH]c1=S	?	i	13%	34%	-4%	?	-10%[57.5 µM]	-12	1%
c1ccc(-c2cc3ccccc3cn2)cc1	-2%	i	-13%	-16%	-2%	12%	-34%[inhibitor]	6	1%
O=C(O)c1ccc(CNCc2ccccc2Cl)s1	-8%	.	-17%	9%	.	9%	?	.	.
COc1cccc(NC(=O)N2CCN(S(C)(=O)=O)CC2)c1	11%	i	-12%	-1%	0%	17%	-20%	3	0%
COc1ccc(C)cc1NC(=O)c1cc2c(CO)cnc(C)c2oc1=N	16%	i	-3%	-24%	-1%	-3%	i	22	0%
Cc1ccc(S(=O)(=O)c2cn(CC(=O)Nc3ccccc3C)c3cc4c(cc3c2=O)OCO4)cc1	18%	.	1%	4%	-2%	2%	-19%	.	.
O=C1c2ccccc2C(=Nc2ccccc2)C1c1cccc(Br)c1 (configuration not stated)	-22%	i	-1%	20%	5%	0%	?	-12	-3%
CCCCCCCCN1[C@@H](CC(C)=O)c2cc(C(F)(F)F)ccc2S1(=O)=O	-13%	i	13%	7%	5%	?	i	46	0%
COC(=O)c1ccsc1NC(=O)c1ccc(Cl)s1	12%	i	-23%	-19%	4%	-7%	-16%	-5	-1%
COc1cc(CNCCSc2nnnn2C)ccc1OCc1ccccc1	-5%	.	1%	-6%	5%	?	3%	.	.
O=C(CC(n1cncn1)C(Cl)(Cl)Cl)c1ccc([N+](=O)[O-])cc1 (configuration not stated)	-92%[inhibitor]	i	-93%[inhibitor]	-13%	-4%	-15%	-22%	-10	-74%[inhibitor]
O=C(c1ccc(Cl)cc1Cl)N1CCc2ccccc21	.	i	15%	17%	13%	?	-28%	0	11%
O=C(COC(=O)CCS(=O)(=O)c1ccc(F)cc1)NC1CCCCC1	-1%	i	-14%	-7%	-6%	18%	-23%	?	-3%

Other compounds
SMILES	TDP-43 yeast inh	pAkt inh	Abeta yeast res	FUS yeast rescue	GLP1R ag	GLP1R inv ag	PTHR1 ag	D3 antag	aSyn yeast inh
COc1ccc(CCNC(=O)Nc2ccc3c(c2)c(=O)n(C)n3Cc2ccc(F)cc2)cc1OC	11%	i	-6%	12%	11%	22%	-7%	12	-2%
COc1ccc(CNc2nc(-c3ccc(Cl)cc3)nn2C(=O)c2ccccc2)cc1	-14%	.	-24%	-33%	3%	20%	i	.	-1%
CCN(CC(=O)NCCc1ccc(S(N)(=O)=O)cc1)Cc1nc2cc(OC)c(OC)cc2c(=O)[nH]1	-10%	i	-5%	4%	9%	4%	-18%[57.5 µM]	7	-3%
Cc1ccc(-n2ncc(C(=O)N3CCN(C(=O)c4ccco4)CC3)c2C2CCN(C(=O)OC(C)(C)C)CC2)cc1C	6%	i	-3%	39%	-2%	-1%	1%	-2	-4%
CCCNC(=O)CCCN1C(=O)CCn2nc(-c3cccn3C)cc21	0%	.	6%	-9%	.	2%	-6%	.	.
Cc1cccc(NC(=O)C(Cc2ccccc2)n2cccc2)c1 (configuration not stated)	?	i	-48%[inhibitor]	10%	0%	?	-21%	19	4%
CC(=O)N(c1ccccc1)c1nnc(-c2cnc(C)cn2)s1	9%	i	10%	0%	7%	3%	i	1	9%
COC(=O)CSC(C(=O)Nc1ccc(C)c(C)c1)c1ccccc1 (configuration not stated)	30%	i	-7%	21%	15%	-8%	-5%[57.5 µM]	-25	8%
Cc1ccc(C(=O)NC(=S)Nc2nc(-c3cccc([N+](=O)[O-])c3)cs2)c(Cl)c1	5%	i	-20%	10%	9%	40%[activator]	-10%	54	4%
Cc1ccc(COc2ccsc2C(=O)NNC(N)=S)cc1	-7%	i	-1%	4%	10%	1%	i	-3	-6%
CC(=O)Nc1cc(-c2nn3c(C)nnc3s2)ccc1C	6%	i	-6%	-19%	6%	2%	-20%	16	-14%
CC(C)(C)OC(=O)CNC(=O)c1nc[nH]c1C(=O)NCc1ccc(CNC(=O)OC(C)(C)C)cc1	11%	i	-21%	?	4%	-29%	-62%[inhibitor]	9	-1%
NNc1nc2cc3c(cc2s1)OCCO3	-8%	.	-26%	0%	-4%	21%	-9%	-8	-20%
Cn1c(N)c(C(=O)COC(=O)Cc2ccccc2F)c(=O)n(C)c1=O	-14%	i	2%	-16%	10%	23%	i	0	0%
CCc1nc2sc(C(=O)O)c(N)c2c2c1CCCC2	-12%	i	-17%	?	-2%	20%	i	-1	3%
COc1ccc2oc(=O)cc(C)c2c1	7%	i	12%	.	-6%	0%	-3%	1	7%
CCCCCCCc1nc2c(=O)n(C)c3ccccc3c2o1	4%	.	14%	-18%	13%	2%	i	21	.
CCc1cccc(C)c1NC(=O)c1cc(S(=O)(=O)N2CCC3(CC2)OCCO3)ccc1F	-6%	.	-25%	18%	.	-20%	i	.	.
O=C(c1ccc2c(c1)OCCO2)N(c1ccccn1)C1CCCCC1	18%	i	0%	-1%	20%	-14%	-14%[57.5 µM]	15	0%
Cc1nnc(N/N=C/c2c[nH]c3ccccc23)[nH]c1=O	-1%	i	-1%	-18%	-3%	1%	i	-18	-6%
Cc1nc(NC(=O)C23CC4CC(CC(C4)C2)C3)sc1Cc1ccc2c(c1)OCO2	26%	i	9%	9%	-4%	?	-4%	-28	-14%
CNC(=S)NNC(=O)c1cccs1	-20%	i	-9%	3%	-1%	4%	i	-6	0%
Cc1ccc(S(=O)(=O)Nc2cc(C)on2)cc1	?	i	27%	-3%	-1%	3%	i	2	5%
Nc1sc(-c2ccccc2)cc1C(=O)N1CCNCC1	21%	i	-7%	-4%	.	-17%	-15%	-54*	0%
COCCN(C(=O)COC(=O)c1ccc2c(c1)OCCO2)c1c(N)n(Cc2ccccc2)c(=O)[nH]c1=O	-15%	i	-9%	28%	5%	17%	i	-6	-5%

Following part:
SMILES	TDP-43 yeast inh	pAkt inh	Abeta yeast res	FUS yeast rescue	GLP1R ag	GLP1R inv ag	PTHR1 ag	D3 antag	aSyn yeast inh
CC(C)(C)Nc1nc(Cl)nc(N(C#N)CN2C(=O)c3ccccc3S2(=O)=O)n1	14%	i	-13%	13%	0%	28%	-32%[inhibitor]	?	1%
Cc1ccccc1C(=O)NC1CC(C)(C)NC(C)(C)C1	17%	i	-13%	.	-7%	0%	-25%	-11	-6%
O=C1OCCC1Sc1nnc(-c2ccccc2Br)n1Cc1ccccc1 (configuration not stated)	9%	i	10%	.	-12%	-1%	-4%	-25	17%
CSCC[C@H](NC(=O)[C@H](Cc1ccccc1)n1c(=O)[nH]c2ccccc2c1=O)C(=O)N1CCC(C(=O)O)CC1	18%	i	-4%	6%	-4%	4%	-25%	11	3%
CCCCCC(=O)N1CCN(S(=O)(=O)c2ccc3c(c2)OCCCO3)CC1	-2%	i	-3%	16%	2%	-9%	-5%	-3	-3%
O=C(Nc1cccc(C(=O)N2CCN(c3cccc(Cl)c3)CC2)c1)c1nsc2ccccc12	18%	.	2%	36%	.	5%	-24%	.	.
O=C(O)Cn1nc(-c2ccccc2)oc1=O	21%	i	10%	-6%	5%	7%	8%[57.5 µM]	10	-12%

Screening results deposited in PubChem by National Center for Advancing Translational Sciences (NCATS).

A portion of the library; rates above refer to the full screens.
